RBX1-CUL1 inh: human ROC1-CUL1 E3 ligase inhibition; P62877+Q13616; in vitro K48 di-Ub FRET, acceptor:donor ratio, 45 min; inhibition, % at 10 µM; actives 0.6% (n = 140,000); AID 1347404; in the data active = inhibition above about 25%
Target sequence (P62877 whole entry, looked up): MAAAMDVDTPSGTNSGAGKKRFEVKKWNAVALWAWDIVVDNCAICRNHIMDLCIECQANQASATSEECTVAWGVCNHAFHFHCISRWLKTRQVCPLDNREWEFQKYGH
Target sequence (Q13616 whole entry, looked up): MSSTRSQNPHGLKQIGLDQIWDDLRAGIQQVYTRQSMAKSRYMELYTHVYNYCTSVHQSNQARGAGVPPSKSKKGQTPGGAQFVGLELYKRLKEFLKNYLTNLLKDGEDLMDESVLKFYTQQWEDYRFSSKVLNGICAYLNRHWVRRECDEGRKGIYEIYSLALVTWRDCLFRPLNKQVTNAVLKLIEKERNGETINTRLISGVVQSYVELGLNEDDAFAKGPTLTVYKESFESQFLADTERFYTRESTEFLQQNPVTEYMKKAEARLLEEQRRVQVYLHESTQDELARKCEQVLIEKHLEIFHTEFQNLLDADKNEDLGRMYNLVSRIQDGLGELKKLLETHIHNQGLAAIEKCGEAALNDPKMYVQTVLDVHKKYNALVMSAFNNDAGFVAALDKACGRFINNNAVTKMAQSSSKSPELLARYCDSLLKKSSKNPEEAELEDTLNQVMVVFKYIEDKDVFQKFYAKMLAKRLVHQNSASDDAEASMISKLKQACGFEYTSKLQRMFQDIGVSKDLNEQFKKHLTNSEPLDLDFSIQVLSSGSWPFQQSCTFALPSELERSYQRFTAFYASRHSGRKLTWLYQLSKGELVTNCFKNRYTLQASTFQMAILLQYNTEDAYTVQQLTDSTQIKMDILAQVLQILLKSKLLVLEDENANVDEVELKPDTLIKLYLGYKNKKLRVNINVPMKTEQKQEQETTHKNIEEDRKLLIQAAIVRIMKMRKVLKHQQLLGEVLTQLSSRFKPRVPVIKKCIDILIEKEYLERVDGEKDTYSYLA
Numbers without * were called inactive; & = joins results of further samples.

mol | RBX1-CUL1 inh
COc1ccccc1C1C(C(=O)c2ccc3c(c2)CC(C)O3)C(=O)C(=O)N1Cc1cccnc1 (stereo not given) | 3
O=C(c1ccccc1)c1ccc(OC(=O)C2c3ccccc3Oc3ccccc32)cc1 | -3
COCCN1C(=O)NC(Cc2cccc(F)c2)(C2CCN(C(=O)CCC3CCCCC3)CC2)C1=O (stereo not given) | -10
COCCCn1c(=N)c(S(=O)(=O)c2ccccc2)cc2c(=O)n3cc(C)ccc3nc21 | 2
O=C(O)c1cc(Br)ccc1NN=C1CCCCC1 | 0
Cc1ccc(CN2CCC(CNc3ncnc4onc(-c5ccc(Cl)cc5)c34)CC2)cc1 | 3
N#CC1C(=N)Oc2c(oc(CO)cc2=O)C1c1cn[nH]c1-c1ccc(F)cc1 (stereo not given) | 0
Cc1cc(Br)ccc1NCc1cccc([N+](=O)[O-])c1 | 6
COC(=O)C1=C(C(=O)OC)N2C=CC=CC2(C)C(C(=O)OC)=C1C(=O)OC (stereo not given) | 1
CCn1c(SCC(=O)Nc2ccc(OC)cc2)nc2sc(C)c(C)c2c1=O | -12
CCOc1cc(C2c3c(-c4ccccc4O)n[nH]c3C(=O)N2Cc2cccnc2)ccc1O (stereo not given) | 1
COc1ccnc(CSC(N)=Nc2ccccc2C(F)(F)F)c1 | 5
COc1ccccc1N1CCN(c2ncccc2CNCc2cnc[nH]2)CC1 | 4
CCC1CCCCN1C(=O)c1coc(COc2cccc3cccnc23)n1 (stereo not given) | 9
CCCCNS(=O)(=O)c1ccc(NC(=O)C2CCCO2)cc1 (stereo not given) | 3
CCC(=O)N1CCN(c2ccc(NC(=O)c3ccccc3)cc2Cl)CC1 | 0
CN1CCc2c1nc1ccccc1c2NC(=O)CN1CCN(C(c2ccccc2)c2ccccc2)CC1 | 4
COc1cccc(C(=O)Nc2ccc3oc(-c4cccc(Cl)c4)nc3c2)c1 | -2
Cc1cccc(-n2ccnc2SCC(=O)Nc2cccc3ccccc23)c1 | -2
O=C(c1ccccc1F)N1CCC(C2(c3ccccn3)NC(=O)N(CCc3cccs3)C2=O)CC1 (stereo not given) | -14
COc1cccc(N2CCN(Cc3nnc(-c4ccc5c(c4)OCO5)o3)CC2)c1 | -7
COc1ccccc1Oc1ncccc1CNC(=O)[C@@H]1CCC(=O)N1 | -12
CCOC(=O)C1CCCN(Cc2cn3c(-c4ccc(Br)cc4)nnc3s2)C1 (stereo not given) | 7
COc1cccc(CC2(CO)CCCN(Cc3cccc(C)n3)C2)c1 (stereo not given) | 4
CCCOc1c(Br)cc(C(=O)O)cc1OCC | -11
COc1ccc(NC(=O)CN2CCN(C3CCCCC3)C(=O)C2=O)cc1 | -11
Cc1ccc2c(=O)cc(C(=O)Nc3nc4ccc(Cl)cc4s3)oc2c1 | -2
O=C1C(Br)=CC2C1C1C=CC2(Br)C12OCCO2 (stereo not given) | 12
Cc1cc(C)c2c(=O)cc(C(=O)Nc3sc4c(c3C(=O)NCc3ccccc3)CCCC4)oc2c1 | 6
COc1ccc(OC)c(NC(=O)Cc2c(C)n(C(=O)c3ccc(Cl)cc3)c3ccc(OC)cc23)c1 | -1
CC1Cc2cc(S(=O)(=O)NCc3ccccc3Cl)ccc2N1C(=O)C1CCC1 (stereo not given) | 0
COc1c(Br)cc(Br)cc1C1C2=C(CC(C)(C)CC2=O)OC(=N)C1C#N (stereo not given) | -1
CCCOc1ccc(C2c3c(ccc4ccccc34)N=C3CC(C)(C)CC(=O)C32)cc1 (stereo not given) | -4
Cc1ccccc1CNC(=O)CCC(=O)N1CCSc2ccccc21 | -10
O=C(NC(=S)Nc1ccccc1Cl)c1ccc(F)cc1 | -17
COc1ccc(CCN2CCCC(CN(C)CC=C(C)C)C2)cc1 (stereo not given) | -5
O=C1NC(=S)N(c2ccc(Cl)cc2Cl)C(=O)/C1=C/c1ccc2c(c1)OCO2 | 2
O=C1CC(NC2CCCC2)CN1Cc1cccc(F)c1 (stereo not given) | -12
CCc1noc(C)c1C(=O)NC1CC(=O)N(Cc2cccc(F)c2)C1 (stereo not given) | 4
CC1CCn2c(nc3cc(C(=O)NCc4ccc(F)cc4)ccc32)C1 (stereo not given) | -2
COCCNC1CCN(c2cccc(NC(=O)CCCc3ccccc3)c2)CC1 | 2
O=C(CCCc1ccccc1)NC1CCCCC1 | 11
Fc1ccccc1Nc1c2c(nc3ccccc13)CCC2 | -14
CC1=C(C#N)c2nc(N)c(C#N)c(C)c2/C1=C\c1c[nH]c2ccccc12 | -1
Clc1ccc2sc(Sc3ccccn3)nc2c1 | 7
CCCCN(C)C(=O)C1CCCN(c2ncnc3onc(-c4ccc(F)cc4)c23)C1 (stereo not given) | 3
Cc1cccc(-c2cc(C(=O)N3N=C(C(F)F)CC3(O)C(F)F)c3ccccc3n2)c1 (stereo not given) | -2
CCOC(=O)c1ccc(NC(=O)CSc2cc(-c3ccccc3)nc(C)n2)cc1 | 5
COC(=O)CSCc1nc2ccccc2nc1CSCC(=O)OC | 8
O=S(=O)(c1ccc(Br)s1)N1CCCC(C(F)(F)F)C1 (stereo not given) | -5
O=C1OC(c2ccccc2)=C/C1=C\c1ccc(-c2cccc(Br)c2)o1 | 4
CC(=O)Nc1sc(N)nc1-c1cccs1 | 8
COCC1CCN(c2nncc(-c3ccc4c(c3)OCO4)n2)C1 (stereo not given) | 0
COC(=O)c1scc(-c2ccc(C)cc2)c1S(=O)(=O)N1CCN(c2ccccc2)CC1 | -10
O=C(N/N=C\c1ccc(OC(=O)c2ccccc2)c(OC(=O)c2ccccc2)c1)c1ccc(Br)cc1 | -4
CCn1cc(/C=N\NC(=O)c2cc(Cl)ccc2OC)c(C)n1 | 5

Next records
mol | RBX1-CUL1 inh
COc1ccc(NC(=O)Cn2c(=O)n(-c3ccc(C)cc3)c(=O)c3c2c2cc(C)ccc2n3C)cc1 | -10
COC(=O)COc1ccc(Cl)cc1C(=O)OC | -4
CCCC1=Nc2cc(C(=O)N3CCC(C)CC3)ccc2Sc2ccc(C)cc21 | 2
Cn1c(=O)c2c(nc(SCC(=O)Nc3ccc(F)cc3F)n2Cc2ccccc2)n(C)c1=O | -3
CCNc1nc2c(c(=O)n(C)c(=O)n2C)n1Cc1ccc(F)cc1 | -4
CC1(C)Cc2nc(N3CCC(O)CC3)ncc2C(NC2CCCC2)C1 (stereo not given) | -8
CCc1nn2c(N)c(C=C3C=C(Br)C=CC3=O)c(=O)nc2s1 | 0
CCOC(=O)CC(NC(=O)Cn1nnc(-c2ccccc2Cl)n1)c1ccc(OC)cc1 (stereo not given) | 4
O=C(NCc1ccccc1Cl)c1ccc2nc(Cc3ccccc3)oc2c1 | -10
COc1ccc(OC)c(S(=O)(=O)NCc2nc(NCCCc3ccccc3)c3ccccc3n2)c1 | -10
COc1cccc(N2C[C@@H]3C[C@@H](c4cccc(OC)c4OC)N4CCC[C@@]34C2=O)c1 | 4
C=CCn1c(-c2cccnc2)nn(CN2CCN(c3ccc(F)cc3)CC2)c1=S | 1
O=C(N/N=C/c1ccccc1O)c1cc2c(ccc3ccccc32)o1 | 5
O=C(CCSCc1cnn(-c2ccccc2)c1-n1cccc1)NCc1ccccc1Cl | 1
COCC(=O)Oc1ccc(Cl)cc1 | 3
Cc1ccc(-n2nnnc2Sc2nc([N+](=O)[O-])nn2C)cc1C | -4
CCOC(=O)C(C)(C)Oc1ccc(-c2ccncn2)cc1 | -1
CC(C)=CCN1CCCC(CNC(=O)C2(c3ccc(Cl)cc3)CC2)C1 (stereo not given) | -8
CCn1nc(C)c2c(-c3ccccc3)cc(=O)n(C(C)C(=O)NCc3ccc(C)cc3)c21 (stereo not given) | 3
O=C(O)c1cc(C(=O)O)c(C(=O)O)c(S(=O)(=O)O)c1 | -2
O=C(N/N=C/c1ccccc1[N+](=O)[O-])c1cc(-c2ccccc2)n[nH]1 | -4
CCOC(=O)c1sc(N2C(=O)c3oc4cc(C)c(C)cc4c(=O)c3C2c2cccc(O)c2)nc1C (stereo not given) | 4
COC(=O)c1c(-c2ccc(Br)cc2)csc1NC(=O)Cc1ccc([N+](=O)[O-])cc1 | -6
Cc1cc(NC(=O)c2ccc3c(c2)C(=O)N(c2ccc(N=Nc4ccccc4)cc2)C3=O)no1 | 7
NCCc1nnc(SCc2ccc(Cl)cc2)o1 | -6
O=C(CCOc1ccccc1)Nc1cnn(CC(=O)NC(Cn2cccn2)c2ccccc2)c1 (stereo not given) | 8
Cc1cc(C)c2oc(C(=O)N(Cc3ccc(F)cc3)C3CCS(=O)(=O)C3)cc(=O)c2c1 (stereo not given) | -9
COc1cccc(C(=O)N/N=C(/c2ccccc2F)c2c(C)[nH]n(-c3ccccc3)c2=O)c1 | 5
Cc1ccc(CNc2nc(CN(CCO)CCO)nc3ccccc23)cc1 | -1
COc1ccc(C2=C(c3ccc(OC)cc3)OCCO2)cc1 | -4
COc1cc(C(=O)Nc2sc(C)c(-c3ccccc3)c2C(=O)OC(C)C)cc(OC)c1OC | 0
CCc1ccc(OCC(=O)Nc2cc3oc4ccccc4c3cc2OC)cc1 | -10&1
O=C(CSc1nc(-c2ccccc2)cc(=O)[nH]1)N1CCN(c2ccc(F)cc2)CC1 | -2
O=C1NC2(CCCCC2)Nc2c1sc1nc(-c3cccs3)cc(C(F)(F)F)c21 | 1
O=C(NC1CC1)c1ccc(N2CCCCC2)cc1 | 1
CCC(Cn1nnc2ccccc2c1=O)NC(=O)Nc1ccc(C)cc1C (stereo not given) | 8
COc1cc(/C=C2\C(=N)N3N=CSC3=NC2=O)cc(Cl)c1OCc1ccc(F)cc1 | -1
CCC(=O)N1c2ccc(S(=O)(=O)NCc3cccc(OC)c3)cc2CC1C (stereo not given) | 2
O=C(NNC(=O)c1ccc(F)cc1)Nc1ccccc1 | -8
COc1ccc(N2CCN(Cc3nc(N)nc(Nc4cccc(C)c4)n3)CC2)cc1 | 5
CN1CCC(C(=O)c2ccc(F)cc2)CC1 | -4
COc1ccc(-c2nc3ccc(Cl)cn3c2Nc2ccc(C)cc2)cc1 | -16
CC(C)Oc1c(-c2ccccc2)c(=O)c1=O | 7
CC(Oc1ccccc1)C(=O)Nc1c(C(=O)Nc2cccc(F)c2)oc2ccccc12 (stereo not given) | 0
c1ccc(CNc2nc(-c3ccncc3)nc3ccccc23)cc1 | -8
CCOc1ccc2nc(N3CCCC3C(=O)N3CCCOc4c(cccc4OC)C3)nc(C)c2c1 (stereo not given) | -3
COc1ccc(N)c2c1OCCC2=O | 2
NC(=O)c1ccc(C2CCCN2Cc2cnn(-c3ccccc3F)c2)s1 (stereo not given) | -3

Reformatted: entries from further up
> COc1ccc(-c2nc3ccc(Cl)cn3c2Nc2ccc(C)cc2)cc1
  RBX1-CUL1 inh = -16
> CCOc1ccc2nc(N3CCCC3C(=O)N3CCCOc4c(cccc4OC)C3)nc(C)c2c1 (stereo not given)
  RBX1-CUL1 inh = -3
> CC(Oc1ccccc1)C(=O)Nc1c(C(=O)Nc2cccc(F)c2)oc2ccccc12 (stereo not given)
  RBX1-CUL1 inh = 0
> NC(=O)c1ccc(C2CCCN2Cc2cnn(-c3ccccc3F)c2)s1 (stereo not given)
  RBX1-CUL1 inh = -3

(next part)
mol | RBX1-CUL1 inh
Cc1ccc(C)c(N2CCN(C(=O)c3c4c(nc5ccccc35)C(=O)N(C3CCCCC3)C4)CC2)c1 | 0
CCOCCCNC(=O)C1CCC(CNS(=O)(=O)c2ccc(NC(C)=O)cc2)CC1 (stereo not given) | -1
CC(=O)CCc1c(C)nc2c(C)cccc2c1Cl | 0
N#Cc1c(NC(=O)CN2CCCCCC2)sc2c1CCC2 | 10
O=c1c2c(-c3ccc(Cl)cc3)csc2ncn1/N=C/c1c(F)cccc1F | -8
CCCS(=O)(=O)N1N=C(c2ccc(Cl)cc2)CC1c1ccco1 (stereo not given) | 3
CCN(CC)C(=O)CSc1cn(CC(=O)N2CCCCCC2)c2ccccc12 | -6
NC(=O)c1ccccc1NC(=O)c1ccc(OCC2CCCO2)c(Br)c1 (stereo not given) | 16

Overlap with the part before: five entries, followed by the next part.
mol | RBX1-CUL1 inh
N#Cc1c(NC(=O)CN2CCCCCC2)sc2c1CCC2 | 10
O=c1c2c(-c3ccc(Cl)cc3)csc2ncn1/N=C/c1c(F)cccc1F | -8
CCCS(=O)(=O)N1N=C(c2ccc(Cl)cc2)CC1c1ccco1 (stereo not given) | 3
CCN(CC)C(=O)CSc1cn(CC(=O)N2CCCCCC2)c2ccccc12 | -6
NC(=O)c1ccccc1NC(=O)c1ccc(OCC2CCCO2)c(Br)c1 (stereo not given) | 16
CCc1c(C)sc(NC(=O)c2cc(OC)cc(OC)c2)c1C(=O)OC | 6
COc1ccc(C2N(S(=O)(=O)c3ccc(C)cc3)CCN2S(=O)(=O)c2ccc(C)cc2)cc1 | 6
COc1ccccc1C1NC(=S)N=C2c3ccccc3CCC21 (stereo not given) | 3
O=S(=O)(Nc1nc2c(Cl)cccc2s1)c1ccc2ccccc2c1 | -1
N#Cc1ccc(-c2ccc(/C=C3\SC(=Nc4ccccc4)N(Cc4ccco4)C3=O)o2)cc1 | 53*
Cc1csc(CNC(=O)CC(c2cccc(O)c2)c2cccc(Cl)c2)n1 (stereo not given) | 5
O=C1/C(=C/c2cccc(O)c2)SC(=S)N1c1ccc(Cl)cc1 | 5
Cc1cc2ccccc2n1CCNC(=O)c1cccc(Cl)c1 | 7
Cc1ccc(C(=O)Oc2ccc3c(c2)OCO3)cc1S(=O)(=O)N1CCOCC1 | 12
Cc1ccccc1Cn1c2ccccc2c2cnn(CC(=O)NCC(C)c3ccccc3)c(=O)c21 (stereo not given) | 3
O=C(C1CC1)N1CCCC(CCc2c(F)cccc2F)C1 (stereo not given) | -2
COc1ccc(CNC(=O)c2cc(-c3cccc(Cl)c3)on2)cc1 | -4
Cc1ccc(N=C(Nc2ccc(F)cc2)C(=Nc2ccc(C)cc2)Nc2ccc(F)cc2)cc1 | -1
COc1ccc(-c2cc(C(F)(F)F)n3nc(-c4ccccc4)cc3n2)cc1OC | -1

The list is partial; count on the stated rates, not on these rows.
